human PMI inhibitors – human PMI inhibitors, high substrate, primary screen, biochemical, fluorescence intensity, high mannose 6-phosphate (AID 1220). 190,000 tested, 0.66% active. recombinant PMI enzyme, coupled fluorescence intensity; higher % means a stronger effect. inhibition, % at 20 µM; hits with a dose series show IC50 in µM; in the data active means inhibition above about 50%
Siah-1 displacement – Siah-1 peptide-binding antagonists, primary screen, biochemical, fluorescence polarization, rhodamine-plectin, uHTS (AID 1817) | 290,000 tested, 0.02% active | one-dose displacement, % at 20 µM; IC50 in µM for titrated hits | Siah-1 / rhodamine-plectin peptide fluorescence polarization; higher % means a stronger effect;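 active means displacement of at least 50% at 20 µM, with a fluorescence ratio check between 0.3 and a set limit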;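 further: plate controls were Siah plus tracer with DMSO for no effect and tracer alone without Siah for full effect; strong numbers were not always called active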
XIAP antagonists – small molecules displacing peptide from XIAP – biochemical, IAP family, fluorescence polarization (AID 1018); XIAP BIR domain, fluorescence polarization peptide displacement; higher % means a stronger effect; 200,000 tested, 0.007% active; displacement, % at 20 µM; hits with a dose series show IC50 in µM; in the data active means displacement above about 50%; further: a part of the inactive calls stands beside numbers as strong as those of hits
Salmonella PhoP GFP – PhoP-dependent GFP reporter repression – Salmonella Typhimurium, primary screen (AID 1863) | 300,000 tested, 0.16% active | S. Typhimurium PhoP-regulated promoter GFP reporter, 4 h; higher % means a stronger effect | inhibition, % at 50 µM, or IC50 in µM where a hit was titrated;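 active means inhibition over 29.93%, a cutoff 3 SD above the screen mean, later confirmed by dose response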;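 further: 0% = low Mg2+ inducing control and 100% = high Mg2+ repressing control; strong numbers were not always called active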
Yfh1-off respiration – enhancers of respiration in Yfh1-depleted yeast, dose response, Friedreich's ataxia, plus single-dose screen (AID 1465). 220,000 tested, 0.074% active. fold induction at 50 µM, or EC50 in µM where a hit was titrated. S. cerevisiae Yfh1-off respiration, WST-1 reduction, 72 h; higher fold induction means a stronger effect;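 active means fold induction of absorbance versus untreated yeast above a set limit, then at least 30% activation at any dose in follow-up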;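 further: activators that raise dye reduction in frataxin-depleted yeast; strong numbers were not always called active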
P. falciparum M17LAP – P. falciparum M17LAP inhibitors, primary screen, biochemical, fluorogenic H-Leu-NHMec substrate, 1536-well (AID 1619). recombinant M17LAP, H-Leu-NHMec fluorogenic kinetic assay; higher % means a stronger effect. inhibition, % at 30 µM; hits with a dose series show IC50 in µM. 220,000 tested, 0.38% active;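 active means compound inhibiting the enzyme by more than half at any dose during confirmatory dose-response retesting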;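 further: plate controls were full reaction with DMSO carrier for no effect and no enzyme background for full effect; strong numbers were not always called active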
ER stress rescue – rescue of cells from ER stress-induced death, primary screen, 384-well, CSM14.1, thapsigargin, ATP luminescence (AID 1222); 190,000 tested, under 10 active; CSM14.1 thapsigargin-induced death rescue, ATP luminescence; higher % means a stronger effect; cellular ATP content (survival), % at 20 µM; hits with a dose series show EC50 in µM;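 active means EC50 below 50 µM in the dose-response confirmation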;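 further: death triggered by thapsigargin at about 15 µM added after 2 h compound pretreatment; cell ATP read after overnight thapsigargin exposure of roughly 18 to 22 hours; normalized against plate controls of thapsigargin alone and 5% DMSO vehicle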
M1AAP inhibition – malaria alanyl aminopeptidase activity blockers – biochemical, fluorogenic H-Leu-NHMec substrate, 1536-well (AID 1445) | recombinant M1AAP, H-Leu-NHMec fluorogenic kinetic assay; higher % means a stronger effect | inhibition, % at 30 µM; hits with a dose series show IC50 in µM | 220,000 tested, 0.42% active;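 active means primary inhibition above the hit cutoff, then over 50% inhibition at one or more dose response concentrations, cut at about 23% in these data, passing the limit was not always enough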;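 further: plate controls were DMSO full reaction for no effect and no enzyme background for full effect; strong numbers were not always called active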
West Nile antiviral – inhibition of WNV-induced cytopathic effect – cell-based, CPE readout (AID 1621); West Nile virus-infected cells, CPE inhibition; higher % means a stronger effect; CPE inhibition, % at 10 µM; hits with a dose series show IC50 in µM; 290,000 tested, 0.02% active; in the data active means a potency from the dose series; further: strong numbers were not always called active
Numbers without * were called inactive; i = inactive; . = no result given.

| smiles | human PMI inhibitors | Siah-1 displacement | XIAP antagonists | Salmonella PhoP GFP | Yfh1-off respiration | P. falciparum M17LAP | ER stress rescue | M1AAP inhibition | West Nile antiviral |
| --- | --- | --- | --- | --- | --- | --- | --- | --- | --- |
| COc1ccccc1CNC(=O)c1cc2c(s1)CS(=O)(=O)C2 | 4% | 7% | 0.7% | 10% | i | -24% | 0.1% | 2% | -0.1% |
| O=C(Nc1nnc(SCc2ccc(F)cc2)s1)c1ccc2c(c1)C(=O)N(c1ccccc1Cl)C2=O | 3% | -3% | -3.3% | -2% | i | 1% | -2.9% | -2% | 0.3% |
| CCOC(=O)CC(NC(=O)Cn1nnc(-c2ccccc2Cl)n1)c1ccc(OC)cc1 (stereo unspecified) | 3% | 1% | -1.1% | -8% | i | 4% | 0.1% | 1% | -1.2% |
| CN(C)c1cccc2c1c(NC(=O)Nc1ccccc1)nn2C | . | 3% | . | -3% | i | -9% | . | 3% | 0.2% |
| O=C(c1ccc2c(c1)N(Cc1ccc(F)cc1)C(=O)c1ccccc1S2(=O)=O)N1CCN(c2ccccn2)CC1 | 5% | 0% | -3.1% | 2% | i | 3% | 0.1% | 11% | -1.5% |
| Cc1ccc(C2(c3noc(CN4CCC(C(=O)N5CCOCC5)CC4)n3)CCCC2)cc1 | 4% | 6% | -5.9% | 6% | i | -13% | -1.0% | -2% | 0.2% |
| CC(=O)Nc1cccc(/C(C)=N/NC(N)=S)c1 | -6% | -4% | -4.7% | 8% | i | -6% | -0.3% | -1% | -0.2% |
| Cn1cc(CN2CCC(C(O)CCc3ccccc3)CC2)c(-c2ccccc2F)n1 (stereo unspecified) | 14% | 3% | -20% | -7% | i | -2% | 1.7% | -3% | -0.8% |
| CC1CCN(c2nc3c(c(=O)[nH]c(=O)n3C)n2CCCc2ccccc2)CC1 | 18% | 0% | -10% | 6% | i | 0% | -0.7% | 11% | -0.1% |
| O=C(CSc1ccc(-c2ccccc2)nn1)NCc1ccco1 | -5% | -1% | -1.5% | -2% | i | 7% | 0.1% | 1% | -0.2% |
| COc1cc(/C=N/NC(=O)CNC(=O)c2cccs2)ccc1O | -4% | -3% | -4.5% | -7% | i | 24% | -2.5% | 12% | 0.6% |
| Cc1cccc(C)c1NC(=O)NN(C(=O)c1ccccc1)C(C)(C)C | 10% | 12% | -6.6% | -11% | i | -8% | -0.5% | 7% | -0.7% |
| O=C(CN1CCN(S(=O)(=O)c2ccc(F)cc2)CC1)Nc1cc(C(F)(F)F)ccc1Cl | 7% | 4% | 0.1% | -11% | i | -6% | -0.6% | 0% | -0.1% |
| Cc1cc(C)c2c3c(sc2n1)C(=O)N(C)CC(=O)N3 | -2% | -1% | -0.6% | -2% | i | -3% | -1.3% | 8% | 0.0% |
| CC(=O)Nc1ccc(S(=O)(=O)N2CCSC2c2ccco2)cc1 (stereo unspecified) | 18% | -1% | -7.6% | -5% | i | 1% | -1.9% | 4% | -0.4% |
| CCOC(=O)c1ccccc1NC(=O)Cn1cnc2c(nnn2-c2ccc(C)cc2)c1=O | 14% | -4% | -12% | -3% | i | 4% | 0.3% | 6% | -0.2% |
| COc1ccc(N(C)C(=O)CCS(=O)(=O)c2cccc3nonc23)c(OC)c1 | 0% | 1% | -4.0% | 5% | i | -5% | 1.4% | -1% | -0.8% |
| COc1ccccc1C1CC(c2ccco2)=NN1c1ccccc1 (stereo unspecified) | -2% | 5% | -0.6% | -24% | i | 1% | -1.4% | 13% | -0.4% |
| CC(=O)c1cnc2n(c1=O)CCS2 | 7% | 19% | -3.5% | 0% | i | 8% | -0.3% | 3% | 0.5% |
| CCN1CCc2c(OCC(=O)N3CCCc4ccccc43)cccc2C1=O | -6% | 2% | -4.4% | -1% | i | 0% | . | -1% | -1.6% |
| Cn1c(NC(=O)c2ccc(Cl)cc2Cl)cc(=O)n(C)c1=O | 2% | -4% | -3.6% | -9% | i | -9% | -0.2% | 15% | 0.0% |
| CSc1nc2c(c(C(F)(F)F)n1)CC(C)CC2 (stereo unspecified) | -9% | 3% | -8.3% | 0% | i | 3% | 1.4% | 6% | -0.2% |
| Cc1cc(C)nc(NC2=NCC(=O)N2c2ccccc2Br)n1 | -3% | 0% | -3.4% | 6% | i | 11% | 3.5% | 1% | -0.1% |
| COc1ccc(CC(=O)Nc2ccc(S(=O)(=O)Nc3cc(C)on3)cc2)cc1 | 11% | -6% | -5.8% | -4% | i | -21% | 0.3% | 10% | 0.4% |
| Cc1occc1C(=O)NNC(=O)C(c1ccccc1)c1ccccc1 | 8% | 2% | -5.6% | 3% | i | -3% | -1.3% | 7% | -0.8% |
| CCCOc1ccc(CCC(=O)O)cc1 | 6% | 2% | -7.6% | . | i | . | -1.3% | . | -0.2% |
| O=C(CCCN1C(=O)/C(=C/c2cccs2)SC1=S)Nc1cccc(C(=O)O)c1 | 5% | -1% | -5.1% | -12% | i | 22% | 1.3% | -2% | -0.5% |
| Oc1ccc(Br)cc1-c1nc2cnccn2c1NC1CCCCC1 | 8% | 0% | -22% | 31% | i | -10% | 0.1% | 9% | -0.3% |
| O=C(Cc1ccccc1)N[C@@H](Cc1ccc(O)cc1)C(=O)O | . | -2% | . | -4% | i | 8% | . | -3% | 0.0% |
| O=C(Nc1cccc(C(F)(F)F)c1)c1ccc2nc(N3C(=O)CCC3=O)sc2c1 | 1% | 1% | -3.6% | -10% | i | 12% | -0.3% | 5% | -0.1% |

Look-ups from the results shown:
Siah-1 displacement result of CCN1CCc2c(OCC(=O)N3CCCc4ccccc43)cccc2C1=O is entered as 2%
XIAP antagonists result of O=C(CCCN1C(=O)/C(=C/c2cccs2)SC1=S)Nc1cccc(C(=O)O)c1 is entered as -5.1%

Next records follow:
| smiles | human PMI inhibitors | Siah-1 displacement | XIAP antagonists | Salmonella PhoP GFP | Yfh1-off respiration | P. falciparum M17LAP | ER stress rescue | M1AAP inhibition | West Nile antiviral |
| --- | --- | --- | --- | --- | --- | --- | --- | --- | --- |
| COc1ccccc1NC(=S)N1CCC(c2nc3ccccc3o2)CC1 | 7% | 0% | -5.3% | -3% | i | 2% | -0.8% | 8% | -0.9% |
| COc1ccccc1-c1ccc(SCc2ccccc2F)nn1 | 12% | 5% | -5.5% | 2% | i | -8% | . | -5% | -1.5% |
| O=c1cc(N2CCCCC2)c(-c2ccccc2)n[nH]1 | -3% | -8% | -8.0% | 1% | i | 0% | 1.0% | 1% | -0.2% |
| Cc1cccc(C)c1NC(=O)CCN1C(=O)C2C3CCC(C3)C2C1=O (stereo unspecified) | -1% | -1% | -6.4% | 8% | i | 30% | -1.5% | 0% | 0.3% |
| Cc1ccc(-c2nnc(NCc3nc4ccccc4[nH]3)c3ccccc23)cc1S(=O)(=O)N1CCOCC1 | 8% | 4% | -9.3% | 9% | i | 13% | 2.4% | 5% | 0.2% |
| Cc1cccc(OCc2n(CC(=O)OC3CC(C)CCC3C(C)C)c3ccccc3[n+]2C)c1 (stereo unspecified) | 16% | 4% | -3.4% | 15% | i | 3% | -4.4% | 8% | -1.5% |
| CC(OC(=O)c1cccc(NS(C)(=O)=O)c1)C(=O)Nc1ccc(N2CCOCC2)cc1 (stereo unspecified) | 9% | 4% | -6.0% | 4% | i | -6% | -0.7% | 4% | 1.4% |
| O=C(Nc1ccc(Cl)cc1)N(Cc1nc2ccccc2c(=O)[nH]1)Cc1cccs1 | 15% | 4% | -1.9% | 24% | i | -8% | -1.1% | 0% | -2.0% |
| COc1ccc(C[C@H]2CN3C(=NC[C@@H]3Cc3ccc(O)cc3)N2CCNC(=O)c2ccc(C)c(Br)c2)cc1 | 6% | 5% | -2.7% | -6% | i | -6% | -4.1% | 6% | -1.3% |
| COC(=O)C1=C(C)N(c2ccc(C(=O)OC)cc2)C(=O)C1 | -72% | 3% | -9.1% | 0% | i | 9% | -3.7% | 3% | 0.1% |
| N#CC1=C(N)NC(SCc2ccccc2)=C(C#N)C12CCCCC2 | -5% | 0% | -7.7% | -1% | . | 0% | -5.4% | 5% | . |
| O=S(=O)(c1cnc(Cl)c(Cl)c1)N1CCN(c2ncccn2)CC1 | . | -1% | . | -6% | i | -6% | . | 3% | -0.5% |
| Cc1cc(S(=O)(=O)Nc2c(C)nn(C)c2C)c(Cl)cc1Cl | . | -7% | . | -7% | i | 0% | . | 5% | -1.3% |
| CCc1nnc(NC(=O)CSc2nnc(COc3ccc(C)cc3)n2-c2ccccc2)s1 | 8% | 0% | 2.6% | 2% | i | 12% | -0.4% | 6% | -0.9% |
| COc1cccc(NCc2cc(=O)oc3cc(-c4ccccc4)c(O)cc23)c1 | 1% | 0% | 4.4% | 19% | i | 8% | 1.8% | 6% | -1.3% |
| COc1ccc(N2CCN(C(=O)Nc3ccccc3Cl)CC2)cc1 | 19% | -1% | -11% | . | i | . | 3.8% | . | -0.4% |
| CCC(C)c1ccc(S(=O)(=O)N2CCN(C(C)CC(=O)O)CC2)cc1 (stereo unspecified) | -2% | 2% | -5.2% | 3% | i | -10% | -1.2% | -7% | -0.1% |
| N#Cc1ccc(C(=O)Nc2ccc(N3CCN(C(=O)c4ccco4)CC3)cc2)c(F)c1 | 17% | -1% | -6.1% | -4% | i | -3% | -0.4% | -3% | -1.0% |
| CC1(C)Cc2nc3sc(C(N)=O)c(N)c3cc2CO1 | . | 8% | . | -10% | i | 10% | . | 4% | 0.4% |
| Cc1cc(C(=O)CSc2n[nH]c(N)n2)c(C)n1-c1cccc(F)c1 | 2% | 0% | -0.3% | -9% | i | 16% | -3.1% | 10% | -0.4% |
| O=C1COc2ccc(C(=O)CSc3nnnn3-c3ccccc3)cc2N1 | 17% | 3% | -4.2% | 4% | i | -7% | 1.5% | 12% | -0.8% |
| O=[N+]([O-])c1ccc(N2CCCCC2)cc1NCCOc1ccccc1 | 12% | 4% | -4.2% | 2% | i | -2% | -2.7% | 0% | -1.1% |
| CCN(CC)S(=O)(=O)c1ccc(-c2nnc(SCC(=O)N3CCc4ccccc43)o2)cc1 | -4% | 1% | -6.2% | . | i | . | -2.6% | . | 0.0% |
| CCOC(=O)c1c(NC(=O)CCC(=O)N2CCOCC2)sc2c1CC(C)(C)OC2 | 7% | 7% | -2.7% | 3% | i | 3% | 1.9% | -1% | 0.3% |
| COc1ccccc1NC(=S)N/N=C1\CC(C)(C)Oc2ccc(O)cc21 | 14% | -8% | -11% | 5% | i | -2% | -7.6% | 6% | 0.0% |
| CCN(CC)C(=O)C(=O)c1cccn1-c1cccc(-n2cccc2C(=O)C(=O)N(CC)CC)c1C#N | -4% | 0% | -7.6% | 7% | . | 1% | -0.8% | 11% | . |
| Cc1ccc(/C=C/C(=O)O)cc1S(=O)(=O)NCCCC(=O)O | 1% | 3% | 0.2% | -3% | i | 0% | 1.9% | 4% | 0.1% |
| COc1ccccc1-c1nnc(SCC(=O)NCc2cccs2)n1N | -6% | 8% | -2.8% | 1% | i | 0% | -0.1% | 4% | -0.2% |

Screens as filed in PubChem BioAssay.
